ER stress rescue = rescue of cells from ER stress-induced death, primary screen, 384-well, CSM14.1, thapsigargin, ATP luminescence (AID 1222) | CSM14.1 thapsigargin-induced death rescue, ATP luminescence; higher % means a stronger effect | one-dose cellular ATP content (survival), % at 20 µM; EC50 in µM for titrated hits | 190,000 tested, under 10 active;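 active = EC50 below 50 µM in the dose-response confirmation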;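 also: death triggered by thapsigargin at about 15 µM added after 2 h compound pretreatment; cell ATP read after overnight thapsigargin exposure of roughly 18 to 22 hours; normalized against plate controls of thapsigargin alone and 5% DMSO vehicle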
Autophagy mod = autophagy modulators in MEF cells, primary screen, imaging, high-content, MEF GFP-LC3. MEF GFP-LC3 puncta imaging; test concentration mostly 10 µM. calls only at 10 µM (by protocol). hit rate 0.98% among 190,000. AID 463193, 2010;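 active = percentage of spot-positive cells more than 3 SD above its plate mean, without a fluorescence outlier flag or 80% toxicity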;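 also: spot-positive cell cutoff set from DMSO-treated cells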
MT stabilize HCS = microtubule stabilizers in HeLa cells, primary screen, imaging, high-content imaging; hit rate 0.83% among 200,000; % tubulin-high responders, % at 10 µM; HeLa tubulin immunostaining HCS, 24 h; share of cells brighter than vehicle mean+2SD;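 active = plate Z-score above 3 for both tubulin-high and condensed-nucleus cell shares, with cell loss under 80%, at 10 µM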;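 also: anti alpha tubulin signal scored within the nucleus-defined area of each cell; some results filed as inactive read as strong as hits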
Salmonella PhoP GFP = inhibitors of PhoP regulon expression, primary screen, Salmonella Typhimurium, GFP reporter (AID 1863); hit rate 0.16% among 300,000; S. Typhimurium PhoP-regulated promoter GFP reporter, 4 h; higher % means a stronger effect; one-dose inhibition, % at 50 µM; IC50 in µM for titrated hits;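 active = inhibition over 29.93%, a cutoff 3 SD above the screen mean, later confirmed by dose response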;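 also: 0% = low Mg2+ inducing control and 100% = high Mg2+ repressing control; strong numbers were not always called active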
b-catenin transl = modulators of beta-catenin nuclear translocation, primary screen, imaging, HeLa cells, immunofluorescence, high-content | AID 1665, 2009 | hit rate 0.3% among 190,000 | nuclear translocation activity, % at 5 µM;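 active = nuclear translocation activity above 50% at 5 µM, with a well cell count of 50 or more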;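 also: per-cell ratio of nuclear to cytoplasmic median beta-catenin stain intensity; plate controls were DMSO negative control for no effect and GSK-3 inhibitor IX positive control for full effect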
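System: HeLa cells, endogenous beta-catenin; compound dosing: 5 µM primary single dose, 0.1% DMSO, 0.02–20 µM confirmation series; incubation: 24 h compound exposure at 37°C, 5% CO2; signal: beta-catenin immunofluorescence imaging with DAPI; evaluation: % activation, nuclear-to-cytoplasmic median beta-catenin signal ratio per cell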
Lipid droplet = inhibitors of hepatocyte lipid droplet formation, primary screen, imaging, high-throughput imaging, BODIPY stain; AML12 mouse hepatocytes, oleate lipid droplets; inhibition, % at 6.5 µM; hit rate 0.4% among 240,000;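 active = lipid droplet intensity inhibited by at least 50%, with more than 500 cells counted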
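Assay system: AML12 hepatocytes (mouse) / Also added: 100 µM oleic acid challenge / Times: overnight treatment with compound plus oleate / Detection: high-content imaging of BODIPY-stained droplets and DAPI nuclei / Evaluation: % inhibition of lipid droplet signal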
Dynein cargo inh = inhibitors of GR-EGFP nuclear translocation, primary screen, dynein cargo transport inhibitor project, imaging, high-content, 3617.4 mouse cells | test concentration mostly 20 µM; stimulated with dexamethasone, 1 µM; stronger effect = lower value | z-score, hits read low | hit rate 0.47% among 220,000;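 active = plate z-score of nuclear minus cytoplasmic receptor signal below a set negative limit, without overly bright fluorescence or cell loss, cut at about -3.5 in these data, passing the limit was not always enough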;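 also: z-score of nuclear minus cytoplasmic ring GR-EGFP intensity difference per well; some compounds called inactive have numbers as strong as hits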
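Buffer or medium: tet-free, stripped-serum medium; reagent: dexamethasone at 1.0 µM final, 30 min; incubation: 48 h induction, 1 h compound, 30 min dex at 37 °C; measured by: formaldehyde fixation, Hoechst nuclear stain, 10x automated fluorescence imaging; read-out: nuclear-to-cytoplasmic GR-EGFP distribution per well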
Ins promoter up = insulin promoter activators in MIN6 cells, imaging, high-content screening, mouse beta cells; z-score at 5 µM; MIN6 insulin promoter-GFP reporter; stronger effect = higher value; hit rate 0.3% among 190,000; AID 1625, 2009;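 active = z-score above 3 at 5 µM with at least 500 cells counted in the well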
T cell modulator = modulators of CD8 T cell-vesicle binding, primary screen, mouse 2C CD8+ T cells, flow cytometry; 2C CD8+ T cell-vesicle binding; stronger effect = lower value; AID 2052, 2009; calls only at 7 µM; hit rate 0.068% among 330,000;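 active = response, share of CD8 T cells binding vesicles, and their 90th percentile fluorescence all below set limits, cut at about 80% in these data, passing the limit was not always enough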
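Also added: QL9-peptide-loaded Drosophila micro-vesicles bearing Ld, ICAM-1 and B7-1; Test system: purified 2C TCR transgenic mouse naive CD8+ T cells; Measured by: cytometric PE anti-B7-1 and Alexa647 anti-CD8 signals after 1% paraformaldehyde fixation; Timing: binding step 1.5 h, 37 °C, antibody labelling 20 min, ice.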
Dynein cargo inh cytoplasmic EGFP = further read-out of Dynein cargo inh, marked with its call; z-score; measured here: cytoplasmic GR-EGFP intensity; stronger effect = higher value
Dynein cargo inh nuclear GR-EGFP = second read-out of Dynein cargo inh, no call of its own (marks repeat the call); z-score; measured here: nuclear GR-EGFP intensity;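 lower value marks the stronger effect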
Dynein cargo inh cell count = recorded beside Dynein cargo inh, whose call it bears; z-score; measured here: cell count per field
Ins promoter up cell count = recorded beside Ins promoter up, whose call it bears; cell count; measured here: cytotoxicity, nuclei count;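 total cells summed across four imaged fields per well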
Lipid droplet cells 6.5 µM = also measured in Lipid droplet; calls as there; cell count; measured here: cell count, cytotoxicity flag;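 cells counted across two imaged fields per well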
b-catenin transl cell count 5 µM = recorded beside b-catenin transl, whose call it bears; cell count; measured here: cell count, cytotoxicity flag
T cell modulator vesicle-bound % = recorded beside T cell modulator, whose call it bears; double positive events, %; measured here: CD8+ vesicle-bound cell fraction;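 binding gate set so that unloaded-vesicle control wells show 10% double positive cells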
MT stabilize HCS Hoechst-high % = recorded beside MT stabilize HCS, whose call it bears; % Hoechst-high responders; measured here: nuclear condensation Hoechst responders;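 share of cells brighter than vehicle mean plus two SD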
MT stabilize HCS cytotoxicity % = second read-out of MT stabilize HCS, no call of its own (marks repeat the call); toxicity, %; measured here: cytotoxicity by cell density;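 0% = mean cell density of plate MIN control wells and 100% = no cells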
Autophagy mod cell loss 18 h = also measured in Autophagy mod; calls as there; toxicity, %; measured here: cell loss, nuclei count;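 cell loss after 18 h compound exposure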
Starred values were filed as active, the others as inactive; i = inactive; . = not tested or not shown; + = active, no number.

SMILES	ER stress rescue	Autophagy mod	Autophagy mod cell loss 18 h	MT stabilize HCS	MT stabilize HCS Hoechst-high %	MT stabilize HCS cytotoxicity %	Salmonella PhoP GFP	b-catenin transl	b-catenin transl cell count 5 µM	Lipid droplet	Lipid droplet cells 6.5 µM	Dynein cargo inh	Dynein cargo inh cytoplasmic EGFP	Dynein cargo inh nuclear GR-EGFP	Dynein cargo inh cell count	Ins promoter up	Ins promoter up cell count	T cell modulator	T cell modulator vesicle-bound %
O=C(OCc1ccccc1)N1CCCC1/C=C/CN1CCOCC1 (stereo unspecified)	-0.2%	i	1	1.8	2.1	1.1	-1%	-0.9	1166	-10	691	-0.7	-0.32	-0.36	1.3	-0.22	1292	i	57
CCOC(=O)C1CCN(C(=O)Cc2cccs2)CC1	-1.3%	i	4	1.4	1.9	4.3	2%	.	.	14	776	-1	-0.26	-0.36	-0.08	0.12	1344	i	37
COc1cccc(NC2SC(=O)N(c3ccccc3)C2=O)c1 (stereo unspecified)	.	i	12	2.4	3.5	13	-2%	-1.5	1141	5	668	1.1	-0.19	0.67	-0.25	-0.24	1397	i	43
Cn1c(Cl)cnc1C(O)c1ccccc1 (stereo unspecified)	-2.0%	i	21	3.1	2.9	10	9%	-1.3	767	.	.	-0.43	-0.19	0.14	-0.57	1.3	1303	i	31
CCCn1c(C)cc(C(=O)COC(=O)c2ccc(Cl)c(S(=O)(=O)N3CCCC3)c2)c1C	1.9%	i	4	5.7	2.3	7.9	0%	.	.	.	.	1	-0.12	0.98	0.081	.	.	i	48
CSc1c(C#N)sc(=S)n1-c1ccc(C)cc1	2.5%	i	8	1.8	3.1	6.8	-5%	-3.7	956	9	699	0.38	-0.087	0.15	0.41	-0.7	1597	i	43
CCn1c(Cl)c(C=O)s/c1=N\S(=O)(=O)c1ccccc1	.	.	.	.	.	.	17%	-0.9	1308	2	744	-7*	1.8*	-2.7*	-0.51*	.	.	i	4
CC(=O)Nc1cc(-c2ccc(F)cc2)[nH]n1	-0.9%	i	1	2.8	1.8	4.9	-1%	-0.9	1114	5	696	1.3	-0.12	0.24	0.022	0.39	1338	i	19
COc1ccc(NC(=O)C2CC(=O)N/C(=N/NC(=O)c3ccc(Cl)cc3)S2)cc1 (stereo unspecified)	.	.	.	.	.	.	3%	-3.2	1238	6	715	-1.1	-0.19	-0.46	0.63	-0.35	1406	i	34
Cc1cc(NCc2ccccn2)nc2ccccc12	-1.2%	i	0	1.4	0.9	8.4	15%	.	.	11	779	-0.51	0.45	-0.013	-0.18	0.51	968	i	10
CC(=O)CC(c1ccccc1)S(=O)(=O)c1ccc(C)cc1 (stereo unspecified)	-1.7%	i	-15	1.1	1.4	4.7	5%	.	.	.	.	0.41	-0.054	-0.013	-1.6	.	.	i	44
CCNC(=O)COC(=O)c1cc(S(=O)(=O)N2CCCCC2)ccc1C	.	.	.	.	.	.	-9%	-0.5	1327	2	709	0.27	-0.21	0.016	0.15	0.51	1043	i	24
O=C(O)CCc1ccc(-c2ccc(Br)cc2)o1	0.3%	i	6	4.3	1.3	2.4	4%	-6.4	899	.	.	0.33	0.37	0.52	-2	0.46	1493	i	42
c1ccc(CC2CCN(c3nc4ccccc4n4nnnc34)CC2)cc1	.	i	2	3.3	1.5	7.3	7%	-0.3	1119	-3	697	3.6	0.049	1.9	-2.4	0.07	1392	i	55
CC1CC(C)CN(c2nc3c(c(=O)n(C)c(=O)n3C)n2CCSc2ncccn2)C1 (stereo unspecified)	-0.2%	i	11	4.0	1.2	3.1	-5%	.	.	.	.	0.45	-0.29	0.47	0.46	-1.1	1107	i	3
CCCNCc1nnc(-c2ccccc2Cl)o1	2.4%	i	-36	2.3	1.7	6.6	5%	-5.1	571	13	768	-0.6	-0.062	0.24	0.94	0.24	1146	i	38
CCOC(=O)c1[nH]c(C)c(C(=O)c2ccc(C)cc2)c1C	-1.3%	i	47	44*	43*	46*	-6%	.	.	20	793	0.46	-0.087	0.69	-0.99	-0.76	976	i	9
NS(=O)(=O)c1ccc(NC(=O)COC(=O)COc2ccc(Br)cc2)cc1	.	.	.	.	.	.	-13%	-1.0	1178	1	732	-0.37	-0.076	-0.24	0.24	0.11	1452	i	47
C=CCOc1ccccc1CNCCNC(=O)c1nonc1N	-2.3%	+	15*	1.9	1.9	11	.	1.4	1486	-1	722	-0.68	-0.19	0.034	0.068	0.12	1270	i	28
CCN(CC)C(=S)SC1CCCCN(C(=O)c2ccc(F)cc2)C1=O (stereo unspecified)	-1.3%	i	-3	1.9	2.8	5.0	-4%	0.9	1067	-6	702	-0.58	-0.25	0.035	0.29	-0.36	1328	i	32
COc1ccc(CSC2=NCCN2)cc1Cl	-0.8%	i	-9	1.1	1.2	1.9	-6%	.	.	.	.	0.2	-0.19	0.42	0.78	-2.2	1013	i	63
COc1cccc(NC(=S)N(CCCN2CCCC(C)C2)Cc2cccs2)c1 (stereo unspecified)	-0.4%	i	9	6.3	3.2	9.1	-9%	-2.1	1050	-9	703	-0.021	-0.28	0.31	0.6	0.98	1307	i	40
O=C(Nc1ccc(N2CCN(C(=O)c3ccccc3)CC2)cc1)c1ccc2c(c1)OCO2	-1.4%	i	-3	3.5	1.9	1.2	21%	-3.4	1356	.	.	0.63	0.18	0.79	-1.5	-0.68	1316	i	7
O=C(CSc1cn(CCNC(=O)c2cccs2)c2ccccc12)NCc1ccccc1	.	i	-5	2.7	3.5	12	0%	1.5	1108	-19	656	0.18	-0.19	0.16	-0.23	1.4	1656	i	30
COc1cccc(NC(=O)CSc2nnc(CNC(=O)c3ccccc3)n2C)c1	-0.5%	i	1	4.0	2.1	8.4	8%	0.2	1196	6	755	0.82	-0.2	0.15	-1.3	-0.62	1174	i	62
SMILES	ER stress rescue	Autophagy mod	Autophagy mod cell loss 18 h	MT stabilize HCS	MT stabilize HCS Hoechst-high %	MT stabilize HCS cytotoxicity %	Salmonella PhoP GFP	b-catenin transl	b-catenin transl cell count 5 µM	Lipid droplet	Lipid droplet cells 6.5 µM	Dynein cargo inh	Dynein cargo inh cytoplasmic EGFP	Dynein cargo inh nuclear GR-EGFP	Dynein cargo inh cell count	Ins promoter up	Ins promoter up cell count	T cell modulator	T cell modulator vesicle-bound %
CCOc1ccc2nc(SCc3cccc(C)c3)nc(C)c2c1	-0.5%	i	55	3.3	1.9	5.5	-6%	0.2	1097	-11	693	1.5	-0.22	0.55	0.22	0.79	1414	i	28
CC(=O)Nc1cn(-c2ccccc2)nc1-c1ccccc1	7.3%	i	0	4.3	3.3	8.7	1%	0.0	1166	15	720	0.24	-0.39	-0.42	-0.3	-0.12	1382	i	55
CCN(CC(=O)NC(C)(C)C)C(=O)c1ccc(Br)cc1	-1.5%	i	4	2.0	2.2	6.1	-7%	0.7	1042	-15	712	1.1	-0.23	0.57	-1.4	.	.	i	25
COc1ccc(/C=N/OCC(=O)Nc2cc(C)on2)cc1OC	-0.8%	i	-1	2.5	2.1	4.0	2%	-1.7	1044	3	609	0.74	-0.23	0.29	-0.12	0.35	1617	i	53
COc1ccccc1N1CCN(C(=O)CCn2c(=O)[nH]c3ccccc3c2=O)CC1	-3.2%	i	-5	2.2	1.7	1.1	-10%	-2.5	1131	-6	769	-0.94	-0.43	-0.44	1.1	0.07	876	i	45
CS(=O)(=O)N(CCc1ccccc1)CC(=O)NCc1ccncc1	-0.9%	i	-7	2.1	1.6	6.7	4%	.	.	3	753	-0.96	-0.24	-0.31	1.5	-0.32	843	i	24
O=C(CCCOc1ccccc1)OCn1nnc2ccccc2c1=O	-0.7%	i	-4	2.3	1.8	1.5	2%	-2.1	1083	-4	658	-0.61	-0.14	-0.57	-0.059	0.19	1288	i	42
CCCCc1cn([C@@H](CCCCNC(=O)OC(C)(C)C)C(=O)N2CCN(C(=O)OC(C)(C)C)CC2)nn1	2.2%	i	-10	2.1	0.6	5.1	-1%	-0.2	1125	-3	707	-0.16	-0.3	0.18	-0.11	-0.69	1301	i	18

Source: PubChem
